Bioassay records from PubChem BioAssay.
GSK3A inh: blocks human GSK-3 alpha kinase; AID 2650; ADP-Glo luminescence, 60 min; 320,000 compounds, 0.1% hits; P49840; inhibition, % at 10 µM;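 in the data active means inhibition above about 50%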;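 further: GST-tagged GSK-3 alpha with peptide substrate and 25 µM ATP; 0% = DMSO neutral wells and 100% = GW8510 positive control wells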
Target sequence (P49840 whole entry, looked up): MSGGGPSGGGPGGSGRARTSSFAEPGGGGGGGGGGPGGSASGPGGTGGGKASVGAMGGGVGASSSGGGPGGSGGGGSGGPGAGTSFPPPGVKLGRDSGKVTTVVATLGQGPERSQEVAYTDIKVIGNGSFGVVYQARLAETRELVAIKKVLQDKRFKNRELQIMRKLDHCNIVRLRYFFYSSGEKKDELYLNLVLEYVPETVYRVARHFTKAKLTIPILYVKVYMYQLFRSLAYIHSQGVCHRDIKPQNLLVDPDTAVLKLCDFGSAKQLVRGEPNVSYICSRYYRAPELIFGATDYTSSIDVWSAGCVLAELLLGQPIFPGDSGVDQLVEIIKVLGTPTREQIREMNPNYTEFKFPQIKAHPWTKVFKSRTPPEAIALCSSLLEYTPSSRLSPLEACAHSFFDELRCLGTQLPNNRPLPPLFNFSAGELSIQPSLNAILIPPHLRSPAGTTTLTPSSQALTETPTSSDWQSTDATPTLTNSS
An asterisk follows results filed as active. Some of the compounds tested (hit frequency here may not be typical).

GSK3A inh	Molecule
7	CC(OC(=O)CCN=C1NS(=O)(=O)c2ccccc21)C(=O)Nc1ccc(S(N)(=O)=O)cc1 (stereo not drawn)
-2	Cc1ccc(S(=O)(=O)Nc2cccc(C(=O)NCC(c3ccc(F)cc3)N3CCOCC3)c2)cc1 (stereo not drawn)
-2	CCCN(CC(=O)Nc1ccccc1OC)C(=O)CCC(=O)c1ccc(OCC)cc1
-2	CC(=O)C[C@@H](O)CC(=O)[C@H]1OC(=O)[C@@H](C)C/C=C\Cc2ccccc21
1	CC(C)(C)N(Cc1ccccc1)C(=O)COC(=O)c1ccc([N+](=O)[O-])o1
8	Cc1ccc(C)c(NC(=O)CSc2ccc(S(=O)(=O)N3CCCC3)cn2)c1
-1	CCOC(=O)C1=C(COC(=O)C2CC(=O)N(CCc3ccccc3)C2)NC(=O)NC1C (stereo not drawn)
6	O=C1C=C(c2cccc(O)c2)C[C@@H](c2ccc(F)cc2)C1
2	Cc1ccccc1Nc1nc(N)nc(COC(=O)c2ccco2)n1
0	Nc1nc(SCC(=O)Nc2ccc(Br)cc2Br)n[nH]1
6	CN(CC(=O)Nc1ccccc1C(=O)NC1CC1)Cc1cccs1
-1	COc1ccc(S(=O)(=O)N2CCN(C(=O)c3ccc4ccccc4n3)CC2)cc1
2	O=C1NCCOC(=O)[C@H](Cc2ccc(F)cc2)CC/C=C/C[C@H]1CC(=O)N(CCO)Cc1ccccc1
0	COc1cc(OC)c(C(=O)OCC(=O)Nc2ccc(S(=O)(=O)N3CCOCC3)cc2)cc1OC
0	CC(OC(=O)COc1ccccc1)C(=O)NC1CCCC1 (stereo not drawn)
8	CCN(C(=O)CSc1nnc(-c2ccc3c(c2)OCO3)o1)C1CCS(=O)(=O)C1 (stereo not drawn)
-1	CSCCC(NS(=O)(=O)c1ccc(C)cc1)C(=O)N1CCCCCCC1 (stereo not drawn)
1	CCCCCCn1nc(C(=O)N(CCCC)c2c(N)n(CCC)c(=O)[nH]c2=O)c2ccccc2c1=O
2	Cc1ccc(S(=O)(=O)N2CCOCC2)cc1NC(=O)CN1CCN(C)CC1
-3	O=C(Cn1ccc(C(F)(F)F)n1)NNC(=O)c1ccco1
30	NC(=O)c1cc([N+](=O)[O-])ccc1NCc1cccc(N)c1
-1	O=C(CN1CCN(S(=O)(=O)c2ccccc2)CC1)N1CCCCC1
-4	O=C(COC(=O)c1ccc([N+](=O)[O-])o1)NCCCc1ccccc1
-5	Cc1ccc(N2C(=O)C3C4CCC(O4)C3C2=O)c(OC(F)F)c1 (stereo not drawn)
2	CCOC(=O)C1=C(COC(=O)c2sccc2C)NC(=O)NC1C (stereo not drawn)
-3	COCCN(C(=O)CCSc1ccc(F)cc1)c1c(N)n(Cc2ccccc2)c(=O)[nH]c1=O
-2	CC(=O)Nc1ccccc1C
-3	O=C(OC1CCOC1=O)C1CCN(S(=O)(=O)c2ccccc2)CC1 (stereo not drawn)
9	Cc1cc(Cl)c(C)c(S(=O)(=O)N2CCN(CC(=O)N3CCOCC3)CC2)c1Cl
-1	O=C(OCC(=O)N1CCN(c2ccc(F)cc2)CC1)c1cnc2ccccc2n1
-1	Cc1ccc(C(=O)NCC(=O)N2CCN(c3cccc(Cl)c3)CC2)s1
-1	COC(=O)c1ccc(CNC(=O)c2ccc3c(c2)S(=O)(=O)N=C2CCCCCN23)cc1
-1	CC(=O)C[C@H](O)CC(=O)[C@@H]1OC(=O)[C@@H](C)C/C=C\Cc2ccccc21
-3	C[C@H](CO)N1C[C@H](C)[C@@H](CN(C)C(=O)Nc2ccc3c(c2)OCO3)Oc2ccc(NC(=O)Cn3cnnn3)cc2C1=O
7	COc1ccccc1Nc1nnc(SCC(=O)NC2CCCC2)s1
-3	CC1(C)NC(=O)N(CC(=O)OCC(=O)c2ccc(Cl)s2)C1=O
-1	CC1(c2ccccc2)NC(=O)N(CC(=O)NNC(=O)c2cccc(Cl)c2)C1=O (stereo not drawn)
2	Cc1ccc(S(=O)(=O)N(C)C)cc1NC(=O)COC(=O)C1=COCCO1
7	COc1ccc(C(=O)OCCCc2cc3ccccc3c(=O)o2)cc1
-2	Cc1cc(C)cc(NC(=O)C(OC(=O)c2cc[n+]([O-])cc2)c2ccccc2)c1 (stereo not drawn)
-2	O=C(CCC(=O)N1CCN(c2ccc(C(F)(F)F)cn2)CC1)c1cccs1
4	O=C(COC(=O)c1nc(Cl)ccc1Cl)Nc1ccc(Cl)cn1
0	C[C@@H](CN1CCC(Cc2ccccc2)CC1)[C@@H](O)c1ccc(O)cc1
-3	CCN(C(=O)COC(=O)CCOc1ccccc1)c1c(N)n(Cc2ccccc2)c(=O)[nH]c1=O
0	CCC(C)Nc1nnc(SCC(=O)c2c(N)n(C3CC3)c(=O)[nH]c2=O)s1 (stereo not drawn)
6	Cc1ccc(-c2cc(C(F)F)nc3sc4c(=O)[nH]cnc4c23)cc1
-3	COc1ccc(S(=O)(=O)N(C)C[C@H]2Oc3c(NC(=O)Nc4ccc5c(c4)OCO5)cccc3C(=O)N([C@H](C)CO)C[C@@H]2C)cc1
-2	CN(C(=O)COC(=O)c1ccc(Cl)nc1)c1c(N)n(Cc2ccccc2)c(=O)[nH]c1=O
1	CC1CCN(C(=O)c2cc(S(=O)(=O)N3CCOCC3)ccc2N2CCCC2)CC1
-2	Cc1nc(SCC(=O)NC2CCCCC2C)nc(C)c1C (stereo not drawn)
-6	COc1cc(NC(=O)COC(=O)CCc2nc3ccccc3c(=O)[nH]2)cc(OC)c1
0	O=S(=O)(c1ccccc1)N(F)S(=O)(=O)c1ccccc1
-1	O=C(/C=C/c1ccc([N+](=O)[O-])cc1)OCC(=O)N1CCOCC1
1	CCCc1cc(=O)[nH]c(SCC(=O)Nc2cccc(S(=O)(=O)N3CCOCC3)c2)n1
0	Cc1ccc(NC(=O)CN(C)C(=O)Cn2c(=O)oc3ccccc32)cc1
-6	Cc1cc(NC(=O)c2ccc(Cl)cc2Cl)n(-c2ccccc2)n1
0	CSCCC(NC(=O)c1ccco1)C(=O)NC1CCC(C)CC1 (stereo not drawn)
14	CC(C)C(NC(=O)CCNC(=O)c1ccccc1Cl)c1nc2ccccc2[nH]1 (stereo not drawn)
9	NC(=O)c1nc(C(=O)N2CCN(c3ccccc3)CC2)c2ccccc2n1
0	O=C(Nc1cccc(Cl)c1)C1=CC=CN2CCS(=O)(=O)N=C12

16 neighbouring entries out of the list so far:
GSK3A inh	Molecule
-1	Cc1ccc(C(=O)NCC(=O)N2CCN(c3cccc(Cl)c3)CC2)s1
-1	COC(=O)c1ccc(CNC(=O)c2ccc3c(c2)S(=O)(=O)N=C2CCCCCN23)cc1
-1	CC(=O)C[C@H](O)CC(=O)[C@@H]1OC(=O)[C@@H](C)C/C=C\Cc2ccccc21
-3	C[C@H](CO)N1C[C@H](C)[C@@H](CN(C)C(=O)Nc2ccc3c(c2)OCO3)Oc2ccc(NC(=O)Cn3cnnn3)cc2C1=O
7	COc1ccccc1Nc1nnc(SCC(=O)NC2CCCC2)s1
-3	CC1(C)NC(=O)N(CC(=O)OCC(=O)c2ccc(Cl)s2)C1=O
-1	CC1(c2ccccc2)NC(=O)N(CC(=O)NNC(=O)c2cccc(Cl)c2)C1=O (stereo not drawn)
2	Cc1ccc(S(=O)(=O)N(C)C)cc1NC(=O)COC(=O)C1=COCCO1
7	COc1ccc(C(=O)OCCCc2cc3ccccc3c(=O)o2)cc1
-2	Cc1cc(C)cc(NC(=O)C(OC(=O)c2cc[n+]([O-])cc2)c2ccccc2)c1 (stereo not drawn)
-2	O=C(CCC(=O)N1CCN(c2ccc(C(F)(F)F)cn2)CC1)c1cccs1
4	O=C(COC(=O)c1nc(Cl)ccc1Cl)Nc1ccc(Cl)cn1
0	C[C@@H](CN1CCC(Cc2ccccc2)CC1)[C@@H](O)c1ccc(O)cc1
-3	CCN(C(=O)COC(=O)CCOc1ccccc1)c1c(N)n(Cc2ccccc2)c(=O)[nH]c1=O
0	CCC(C)Nc1nnc(SCC(=O)c2c(N)n(C3CC3)c(=O)[nH]c2=O)s1 (stereo not drawn)
6	Cc1ccc(-c2cc(C(F)F)nc3sc4c(=O)[nH]cnc4c23)cc1

Next section
GSK3A inh	Molecule
-1	O=C(CSc1nc2ccccc2c(=O)n1CCCN1CCOCC1)NCCc1ccccc1
-1	O=C(NCc1ccccc1CN1CCCC1)c1cc2cc(Cl)ccc2o1
2	O=C(COc1ccc(F)cc1)NCCNC(=O)COc1ccc(F)cc1
-5	O=C(COc1cc(F)ccc1[N+](=O)[O-])Nc1cccc(S(=O)(=O)NC2=NCCC2)c1
-4	CCc1ccc(N2C(=O)C(Cl)=C(Nc3ccc(C(=O)N4CCCC4)cc3)C2=O)cc1
-5	CN(CC(=O)Nc1ccc(Cl)cc1)C(=O)CNC(=O)Cc1cccc2ccccc12
-3	CC1CCN(c2ccc3c(c2)S(=O)(=O)c2cccc(C(=O)NCc4ccc(F)cc4)c2C3=O)CC1
-1	CCCN(C(=O)Cc1csc(-c2ccccc2)n1)C1CCS(=O)(=O)C1 (stereo not drawn)
-2	CN1C(=O)N(CC(=O)N2CCN(S(=O)(=O)/C=C/c3ccccc3)CC2)C(=O)C12CCCCC2
-27	CCN(CC)C(=O)c1[nH]cnc1C(=O)NCCCCCNC(=O)OC(C)(C)C
-1	O=C(Nc1cccc(S(=O)(=O)N2CCOCC2)c1)c1ccccc1[N+](=O)[O-]
-1	O=C(COc1ccccc1Cl)N1N=C(c2cccs2)CC1c1ccco1 (stereo not drawn)
-2	COc1ccc(C(CNC(=O)c2cc3c(s2)CCC(C)C3)N2CCOCC2)cc1 (stereo not drawn)
0	CCOC(=O)c1ccc(S(=O)(=O)N2CCN(C(=O)c3ccccn3)CC2)cc1
-2	COc1cc2sc3cc(NCc4ccc5c(c4)OCO5)ccc3c(=O)c2cc1OC
0	COc1ccc(CNC(=O)CN2C(=O)NC3(CCCCCC3)C2=O)cc1
-6	Cc1ccc(S(=O)(=O)NCCC(=O)NCCCSc2ccccc2)cc1
-1	CCN(C[C@H]1N[C@@](Cc2ccccc2)(C(=O)OC)[C@H]2C(=O)N(C)C(=O)[C@@H]12)C(=O)Nc1ccc(Cl)cc1
-8	O=C1OC(=O)c2c(Br)c(Br)c(Br)c(Br)c21
-4	COc1ccc(CCC(=O)OCC(=O)NCc2ccc3c(c2)OCO3)cc1
-1	O=C(NCCC(=O)N1CCCCCCC1)c1ccc(Br)cc1
-2	Nn1c(SCC(=O)NC2CCCCCC2)nnc1C(F)(F)F
-1	CCN(CC)C(=O)c1[nH]cnc1C(=O)NCc1ccc(CNC(=O)OC(C)(C)C)cc1
-1	Cc1cnc(C(=O)OCC(=O)c2c[nH]c3ccccc23)cn1
-3	COC(=O)C1CCN(CC(=O)Nc2ccc3c(c2)OCCO3)CC1
0	Cc1cc(Cl)ccc1OCCCC(=O)OCC(=O)Nc1cccc(S(N)(=O)=O)c1
1	O=C(CN1CCN(C(=O)c2cncn2-c2ccc(F)cc2)CC1)Nc1ccccc1C(F)(F)F
-1	O=S(=O)(c1ccc(F)cc1)N1CCN(Cc2cc3c(cc2Br)OCCO3)CC1
-4	CNc1snc(C)c1C(=O)OC(C)C(=O)Nc1cccc(C)c1 (stereo not drawn)
4	CC(C)(C)OC(=O)C[C@H]1C/C=C\C[C@@H](CC(=O)N(CCO)Cc2ccccc2)C(=O)N2CCC[C@@H]2COC1=O
-2	COc1ccc([C@H]2CC(=O)C=C(c3ccc(F)cc3OCc3ccccc3)C2)cc1
21	COc1cc(O)cc2cc3c(c(O)c12)C(=O)CC(C)(O)O3 (stereo not drawn)
5	CCCOc1ccc(C=Nc2ccc(OC)c(S(=O)(=O)N3CCOCC3)c2)c(O)c1
-4	CCOc1ccc(NC(=O)CN(C)C(=O)CCSc2ccc(F)cc2)cc1OCC
-4	C[C@@]12C(=O)Nc3ccc(Cl)cc3C(=O)N1[C@H]1c3cc(Br)ccc3OC[C@@H]1[C@@H]2c1ccccc1
1	CCCc1cc(NC(=O)COC(=O)c2nccnc2N)n(-c2ccccc2)n1
0	CCC1Nc2ncnc(N3CCOCC3)c2N(Cc2ccc(Br)cc2)C1=O (stereo not drawn)
17	CCc1ccc(N2CC(C(=O)Nc3cccc(C(=O)NC4CC4)c3)CC2=O)cc1 (stereo not drawn)
-1	Cc1ccsc1CN(C)C(=O)CN1C(=O)NC2(CCCc3ccccc32)C1=O (stereo not drawn)
0	COc1cc(C(=O)OCC(=O)Nc2ccc(S(=O)(=O)N3CCCC3)cc2)cc(OC)c1OC
0	Cc1ccc(S(=O)(=O)N2CCOCC2)cc1NC(=O)c1ccc(F)cc1F
1	COC(=O)[C@]1(C)N[C@H](CN(C)C(=O)Nc2ccc(Cl)cc2)[C@@H]2C(=O)N(C)C(=O)[C@@H]21
0	O=C1CCCCC1
0	CN(Cc1ccc(Cl)c(Cl)c1)C(=O)C1CSC2(C)CCC(=O)N12 (stereo not drawn)
3	Cc1ccc(NC(=O)CSc2nncs2)cc1Cl
-2	C[C@@]12CCC3[C@@](CCC4[C@@]3(C)CCC[C@@]4(C)C(=O)O)(CC1=O)C2 (stereo partly drawn)
-4	O=C(COC(=O)/C=C/c1cccs1)Nc1ccc(F)cc1
0	Nc1cc(=O)[nH]c(SCC(=O)Nc2cccc(S(=O)(=O)N3CCCCCC3)c2)n1
-6	CC(C)(C)OC(=O)C[C@H]1C/C=C\C[C@H](CC(=O)NCCO)C(=O)N2CCC[C@@H]2COC1=O
-4	Cc1ccc(C(=O)NC2CC3CCC(C2)N3C)cc1 (stereo not drawn)
2	O=C(CN1C(=O)NC2(CCCCC2)C1=O)N1CCN(S(=O)(=O)c2cccc([N+](=O)[O-])c2)CC1
1	COc1cccc(NC(=O)CN(C)C(=O)c2ccc3c(c2)C(=O)N(CCC(C)C)C3=O)c1
-3	CCCC(=O)Nc1cc(S(=O)(=O)N2CCOCC2)ccc1N1CCCCC1
-1	COc1ccc(S(=O)(=O)N(C)C[C@H]2Oc3c(NC(=O)C4CCCCC4)cccc3C(=O)N([C@H](C)CO)C[C@@H]2C)cc1
0	O=C(COC(=O)c1ccc(O)cc1O)Nc1cccc2ccccc12
-4	COc1ccc(C(CNC(=O)c2ccc(OCc3c(C)noc3C)cc2)N2CCCC2)cc1 (stereo not drawn)
-1	Cc1cnc(C(=O)N2CCN(S(=O)(=O)c3ccc(F)c(F)c3F)CC2)cn1
-1	COc1ccc(C(=O)NCC(=O)OCC(=O)NC23CC4CC(CC(C4)C2)C3)cc1
